Compound activity as filed in PubChem BioAssay.
S-ASM inh = Inhibitors of Secretory Acid Sphingomyelinase (S-ASM): qHTS. Sphingomyelin phosphodiesterase (Homo sapiens), P17405. placental ASM, HMU-PC fluorogenic substrate, 60 min. Potency, µM (doses to about 57.5 µM), without a hit: at the highest dose activity change, negative = inhibition, actives largely listed as inhibitors. 0.006% of 340,000 active; note: potency is the fitted concentration of half-maximal effect
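Human placenta-derived ASM enzyme was preincubated with compound for 10 minutes at room temperature, then given fluorogenic substrate HMU-PC0 (9 uM final) for 60 minutes at 37 °C; a pH 10 stop preceded fluorescence reading at Ex 386/Em 447 nm.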
FBPA coupling cs = qHTS Assay for Inhibitors of Fructose-1,6-bisphosphate Aldolase from Giardia Lamblia: Coupling assay counterscreen | coupling enzyme system counterscreen, AmpLite Red fluorescence | activity change, negative = inhibition, % at 58.2 µM, hits read low | 0.67% of 290,000 active; in the data active = activity change below about -30%; note: % is set by controls: 0 for no effect and ±100 for the full control effect
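First, compound is pin-transferred into glyceraldehyde-3-phosphate coupling-enzyme reagent at 57.5 uM final and held 10 min at RT. Next, substrate, coupling system and AmpLite Red are added. After 20 min RT, fluorescence (525/598 nm) is read.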
MBNL1 CUG block = qHTS Assay for Inhibitors of MBNL1-poly(CUG) RNA binding; Muscleblind-like protein 1 (Homo sapiens), Q9NR56; TR-FRET MBNL1-His/biotin-(CUG)12 binding, 665/545 ratio; Potency, µM (top dose mostly 57.5 µM), inactives show top-dose activity change, negative = inhibition, most hits filed as inhibitors; 0.036% of 280,000 active; active = well fitted inhibition curve with a large enough effect in the signal ratio, with a control signal flat, not every such curve was filed as active; inconclusive = small, poorly fitted or top-dose-only effect, or effect the other way, or a change in a side signal; inactive = no such curve, though single readings can be large or run the other way; the % refers to the signal ratio; note: potency is the fitted concentration of half-maximal effect; % is set by controls: 0 for no effect and ±100 for the full control effect
Target sequence (Q9NR56 whole entry, looked up): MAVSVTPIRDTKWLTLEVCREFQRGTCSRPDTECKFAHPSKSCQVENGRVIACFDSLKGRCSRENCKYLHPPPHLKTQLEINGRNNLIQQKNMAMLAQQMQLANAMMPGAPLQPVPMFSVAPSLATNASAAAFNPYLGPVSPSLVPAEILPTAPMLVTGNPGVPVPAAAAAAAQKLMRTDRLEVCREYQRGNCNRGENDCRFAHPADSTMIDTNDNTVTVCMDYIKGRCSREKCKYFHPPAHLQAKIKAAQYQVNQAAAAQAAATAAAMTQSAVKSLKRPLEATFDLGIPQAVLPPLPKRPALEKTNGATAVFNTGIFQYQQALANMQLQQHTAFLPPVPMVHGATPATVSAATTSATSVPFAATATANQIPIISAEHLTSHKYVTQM
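Ratiometric TR-FRET (665 over 545 nm, excitation 340 nm) tracks disruption of MBNL1-His/biotin-(CUG)12 complex after 60 min at room temperature, with compounds at 92 nM to 58 uM final.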
A-T KAP1 phos = qHTS Assay for Identifying a Potential Treatment of Ataxia-Telangiectasia. […] A-T fibroblasts, KAP-1 phosphorylation AlphaLISA; neocarzinostatin DNA damage 30 min before lysis. 0.19% of 320,000 active. Potency, µM (titrated, usually from 57.5 µM), without a hit: top-dose activation, hits mostly activators. AID 485349, 2010; note: potency is the fitted concentration of half-maximal effect; % of control where 0% means no effect; nearly all actives have a fitted effect of over 45% in size
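ATM-like activity read as KAP-1 phosphorylation via AlphaLISA donor/acceptor antibody pairs after lysis and 6 hr at 25C. Cells were ATM-null patient fibroblasts ([…], hTERT), dosed 60 min, then exposed to the DSB inducer NCS for 30 min.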
CXXC DNA block = qHTS Fluorescence Polarization Assay for Inhibitors of MLL CXXC domain - DNA interaction; AID 2662, 2010; MLL-CXXC / FITC-HOXA9 DNA fluorescence polarization; 0.037% of 290,000 active; Histone-lysine N-methyltransferase 2A (Homo sapiens), Q03164; Potency, µM (series often up to 115 µM), inactives show at the top dose activity change, negative = inhibition, usual class: inhibitors; active = well fitted inhibition curve with a large enough effect in the polarisation, with a control signal flat, not every such curve was filed as active; inconclusive = small, poorly fitted or top-dose-only effect, or effect the other way, or a change in a side signal; inactive = no such curve, though single readings can be large or run the other way; the % refers to the polarisation; note: potency is the fitted concentration of half-maximal effect
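Steps: dispense CXXC domain solution (7 uM) → pin compounds or unlabeled HOX-A9 DNA control → 5 min ambient → add FLSN-HOX-A9 solution (50 nM) → spin → 30 min ambient → fluorescence polarization. Tris pH 7.5/NaCl/DTT/BSA buffer.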
TRPV1 ag = HTS Assay for Compounds that Act as Agonists of the Vanilloid Receptor 1. TRPV1-expressing cells, Fluo-8 calcium influx, agonist mode. activation, % at 8.33 µM. 0.19% of 320,000 active; in the data active = activation above about 80%; inconclusive = between about 30% and that limit; note: 0% is about no effect
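Fluo-8 calcium influx in TRPV1-expressing cells, kinetic read (ex 480/em 520 nm). Compound added and read 3 min for agonist activity, followed by capsaicin at EC20 final and 2 min further read for enhancement.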
KCNH2 3.1 block = qHTS for Inhibitors of KCHN2 3.1: Mutant qHTS. U2OS KCNH2 3.1, thallium flux FluxOr; active compounds read low. activity change, % (tested at about 1.8 µM). 0.95% of 340,000 active. AID 720553, 2013;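 active = maximum activity change below -70%; inconclusive = maximum activity change from -70% to -50%; inactive = maximum activity change above -50%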;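 note: thallium influx rate constant from kinetic fluorescence after stimulation buffer; % is set by controls: 0 for no effect and ±100 for the full control effect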
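Thallium flux via FluxOr fluorescence (Red40 quencher, 45 min loading) in U2OS cells virally expressing the KCNH2 3.1 isoform (1.77 x 10^8 /mL virus, overnight at 37 C). Rate constants from 2-min kinetic reads post-stimulation, normalised to positive and negative controls.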
a7 integrin act = qHTS for Activators of Integrin-Mediated Alleviation for Muscular Dystrophy; Potency, µM (series often up to 38.3 µM), for inactives: top-dose activation, usual class: activators; alpha7betagal myoblasts, beta-gal FDG fluorescence, 48 h; 0.064% of 350,000 active;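 note: potency is the fitted concentration of half-maximal effect; 100% = response of the positive control SU9516; nearly all actives have a fitted effect of over 60% in size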
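Alpha7betagal+/- myoblasts (passage 13) were plated 16-24 hr, then exposed to compounds (1:260 dilution of DMSO stock) for 48 hours at 37C. After MPER lysis, β-galactosidase reporter activity was read as FDG fluorescence (ex 480/em 540) after 30 minutes.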
GALK inh = qHTS Assay for Inhibitors of Human Galactokinase (GALK); Potency, µM (top dose mostly 57.5 µM), without a hit: at the top dose activity change, negative = inhibition, hits mostly inhibitors; Purified GALK, Kinase-Glo residual ATP luminescence; 0.007% of 270,000 active; note: potency is the fitted concentration of half-maximal effect; % is set by controls: 0 for no effect and ±100 for the full control effect
Target sequence (P51570 whole entry, looked up): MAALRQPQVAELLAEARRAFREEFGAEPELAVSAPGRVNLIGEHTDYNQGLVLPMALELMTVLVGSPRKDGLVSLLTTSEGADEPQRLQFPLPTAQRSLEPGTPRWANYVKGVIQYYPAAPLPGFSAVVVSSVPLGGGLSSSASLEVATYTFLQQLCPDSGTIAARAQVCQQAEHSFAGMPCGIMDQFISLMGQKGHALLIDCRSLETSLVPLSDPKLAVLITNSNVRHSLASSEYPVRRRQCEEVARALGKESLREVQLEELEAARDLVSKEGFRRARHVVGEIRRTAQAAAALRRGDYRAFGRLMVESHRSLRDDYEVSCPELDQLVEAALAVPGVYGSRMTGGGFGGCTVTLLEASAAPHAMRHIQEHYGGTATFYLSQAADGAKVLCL
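Luminescence from leftover ATP (Ultra-Glo luciferase/luciferin) served as read-out after a 1 h room-temperature reaction of 5 nM GALK with 35 uM ATP and 100 uM galactose.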
KCNH2 WT inh = qHTS for Inhibitors of KCHN2 3.1: Wildtype qHTS. activity change, % at 1.84 µM. U2OS, BacMam KCNH2, thallium flux FluxOr; active compounds read low. Voltage-gated inwardly rectifying potassium channel KCNH2 (Homo sapiens), Q12809. 0.37% of 340,000 active;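 active = maximum activity change below -70%; inconclusive = maximum activity change between -70% and -50%; inactive = maximum activity change above -50%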; note: % is set by controls: 0 for no effect and ±100 for the full control effect
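U2OS cells transduced with wild-type KCNH2 virus are loaded with FluxOr dye for 45 min, and thallium flux is measured in kinetic reads before and after stimulation buffer. Rate constants are normalized to DMSO controls.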
Active calls of the source: *; ? = inconclusive; nt = no result given; & = joins results of further samples; [ ] = dose if it differs, or a comment. Unless noted, calls come from the whole dose curve; as a rule, active = well fitted curve in the direction sought with a large enough effect; inconclusive = small, poorly fitted or top-dose-only effect, or another doubt; inactive = no such curve, though single readings can be large; an effect the other way counts as inactive or inconclusive. No enrichment for hits; 2% or so of the library scored in one or more.

SMILES	S-ASM inh	FBPA coupling cs	MBNL1 CUG block	A-T KAP1 phos	CXXC DNA block	TRPV1 ag	KCNH2 3.1 block	a7 integrin act	GALK inh	KCNH2 WT inh
Cc1ccnc(NC2OC(=O)c3ccccc32)c1 (configuration not stated)	3%	1	-4%	18%	-7%	?	-5	5%	-2%	-9
Cc1cccc2c(N)c3c(nc12)CCCC3 (tested in a mixture with another compound)	-1%	1	?	-6%	-13%	0	10	0%	6%	5
COc1ccc2[nH]c(=S)cc(C)c2c1	3%	-11	7%	2%	0%	-1	13	15%	0%	-2
N#C/C(=C/c1ccc(N2CCCCCC2)o1)c1ccc(F)cc1	-4%	nt	nt	nt	nt	nt	0	-39%	nt	-16
CC(C)(C)c1ccc(C(=O)NNC(=O)c2ccncc2)cc1	0%	3	-4%	3%	-14%	?	6	19%	8%	17
COc1ccc(NC(=O)C2CC2)cc1S(=O)(=O)N1CCOCC1	3%	nt	nt	8%	nt	0	1	5%	nt	-3
CCCCCCc1cc2cc(C(=O)Nc3ccccc3OC)c(=O)oc2cc1O	nt	1	nt	7%	19%	3	11	-3%	0%	-21
N#C/C(=C\Nc1ccccc1SC(F)(F)F)c1nc(-c2ccc(Cl)cc2)cs1	-1%	3	10%	nt	25%	6	8	?	-2%	11
O=C(Nc1cc2c(cc1Br)OCCO2)c1cccs1	-4%	2	-2%	6%	2%	11	12	-13%	-4%	0
Cc1ccc(S(=O)(=O)NNC(=O)c2ccoc2C)cc1	0%	-1	-3%	-3%	-1%	2	3	0%	1%	4
COc1cc(Cl)c(NS(=O)(=O)c2c(C(=O)N3CCCC3)c(C)n(C)c2C)c(OC)c1	3%	0	-1%	-2%	-4%	0	11	13%	0%	-13
CC(NC(=O)[C@H](C)NC(=O)N1CCn2c1nc1ccccc12)c1ccccc1 (some centres not stated)	0%	0	-5%	1%	3%	1	-33	-24%	-3%	5
CC(C)CC[C@@H](O)[C@](C)(O)C1CC[C@@]2(O)C3=CC(=O)[C@@H]4C[C@@H](O)[C@@H](O)C[C@]4(C)C3CC[C@]12C (some centres not stated)	3%	nt	nt	7%	nt	nt	-15	-1%	nt	4
O=C(c1cc(S(=O)(=O)N2CCOCC2)ccc1Cl)N1CCC(Cc2ccccc2)CC1	0%	nt	nt	1%	nt	-5	-5	-28%	nt	2
CCOC(=O)CSC1=C(C#N)C(c2ccccc2OC)CC(=O)N1 (configuration not stated)	-2%	1	6%	17%	-6%	0	7	-39%	4%	-4
O=C(Cc1csc(NC(=O)c2ccccc2)n1)NO	?	2	-8%	1%	-3%	2	15	-7%	8%	6
O=C(NC1=NCCS1)c1ccc(N2CCCC2=O)cc1	3%	2	0%	-24%	-12%	2	2	-15%	18%	-6
OC(CSc1ccccc1)CN1CCN(c2ccccc2)CC1 (configuration not stated)	4%	nt	nt	nt	nt	nt	-1	22%	nt	11
CCOC(=O)C(=O)NCC(c1ccco1)S(=O)(=O)c1cccs1 (configuration not stated)	4%	nt	nt	-12%	nt	1	-9	-7%	nt	0
COC(=O)c1cc(=O)n(CCc2ccc(OC)c(OC)c2)c(=Nc2ccc(F)c(Cl)c2)s1	-19%	-1	10%	-1%	-1%	-1	3	-3%	0%	6
Nc1ccc(N2CCOCC2)c(S(=O)(=O)Nc2ccccc2Cl)c1	1%	nt	nt	-4%	nt	nt	-5	-5%	nt	19
O=C(OCC(=O)N1CCCCC1)c1ccc2c(c1)C(=O)N(Cc1ccco1)C2=O	-1%	nt	nt	7%	nt	1	0	-12%	nt	0
O=C(Cn1ncc2c1-c1ccccc1OC2)Nc1ccc(Cl)cn1	0%	-1	-6%	-14%	0%	1	6	2%	-4%	1
COc1ccc(CC2C(=O)OC(C)(C)OC2=O)cc1	-3%	-2	-5%	-2%	-11%	-2	-1	-40%	-2%	-6
N=C1C(=O)OCC1c1cc(Cl)ccc1NC(=O)Nc1ccccc1 (configuration not stated)	-4%	2	29%	-1%	3%	0	20	8%	-1%	-1

Reprinted from the part before: 2 entries, followed by the next part.
SMILES	S-ASM inh	FBPA coupling cs	MBNL1 CUG block	A-T KAP1 phos	CXXC DNA block	TRPV1 ag	KCNH2 3.1 block	a7 integrin act	GALK inh	KCNH2 WT inh
COc1ccc(CC2C(=O)OC(C)(C)OC2=O)cc1	-3%	-2	-5%	-2%	-11%	-2	-1	-40%	-2%	-6
N=C1C(=O)OCC1c1cc(Cl)ccc1NC(=O)Nc1ccccc1 (configuration not stated)	-4%	2	29%	-1%	3%	0	20	8%	-1%	-1
O=C(Nc1ccc(N2CCOCC2)cc1)c1ccc2c(c1)OCO2	4%	-2	-7%	-1%	2%	?	3	7%	3%	-3
O=C(c1cccc(C(F)(F)F)c1)N1CCC(=O)N(C(CO)Cc2ccccc2)CC1 (configuration not stated)	-1%	nt	nt	nt	nt	nt	-7	-8%	nt	-16
CC1CCC/C(=N/NC(=O)c2ccccc2-n2cccc2)C1 (configuration not stated)	4%	0	-8%	14%	-1%	1	-24	-6%	2%	-3
Cc1ccc(CNC(=O)c2ccc(CNc3c(N4CCCC4)c(=O)c3=O)cc2)cc1	6%	6	?	-5%	-1%	0	2	-6%	1%	-3
CC(NC(=O)Nc1nccs1)(C(F)(F)F)C(F)(F)F	-10%	1	-8%	nt	-8%	?	12	8%	2%	-10
O=C(NCc1ccco1)C1CCCN(c2ncnc3c2nc2n3CCCCC2)C1 (configuration not stated)	-2%	1	-4%	6%	-4%	6	1	-10%	-5%	0
O=C(NC(=S)N1CCc2ccccc21)c1ccccc1	-1%	1	-22%	-2%	-2%	2	-15	10%	1%	-28
O=C(NCCC1=CCCCC1)c1c(O)nc2sccn2c1=O	-5%	nt	nt	-6%	nt	-10	4	-8%	nt	14
COc1ccc(C2CC(c3cccs3)=NN2C(=O)CSc2nc(=O)n3ccc(C)cc3n2)cc1 (configuration not stated)	-7%	nt	nt	-8%	nt	-2	-25	-2%	nt	3
NC(=O)CN1CCN(S(=O)(=O)c2ccc(Cl)cc2)CC1	2%	0	6%	2%	13%	0	8	-5%	-2%	5
CCOc1ccc(NC(=O)Nc2ccon2)cc1	0%	0	0%	17%	-9%	-8	-22	19%	4%	-5
COc1ccc(Cc2nnc(NC(=O)c3cc(OC)c(OC)c(OC)c3)s2)cc1	-11%	2	-3%	-1%	23%	-7	8	-6%	-4%	-7
O=C(C(c1ccccc1)c1ccccc1)N1CCN(CC(O)COc2ccccc2)CC1 (configuration not stated)	7%	1	3%	-2%	10%	2	-70*	-3%	-2%	-28
COc1ccc(-c2c(C)oc3ccc(C)cc23)cc1	-4%	0	-5%	?	-5%	-2	-27	-9%	0%	4
CC(C)=CCc1c(O)cc2oc3c(CC=C(C)C)c(O)c(O)c(CC=C(C)C)c3c(=O)c2c1O	-10%	-10	-11%	3%	3%	2	-1	-46%[inhibitor]	0%	2
CCN(c1ccccc1)S(=O)(=O)c1ccc(Cl)c(NC(=O)Nc2ccc(Cl)cc2C#N)c1	-1%	-3	-14%	5%	9%	2	1	20%	2%	0
CCOc1ccccc1CN1CCNC(=O)C1CC(=O)NCCc1ccccn1 (configuration not stated)	8%	-8	2%	4%	-2%	-3	-10	-24%	4%	3
CCOc1ccc(-c2cc(C(=O)N/N=C(\C)c3cccnc3)c3ccccc3n2)cc1	48%	nt	48%[activator]	12%	18%	0	18	3%	-2%	5
CCN(CC)c1ncc(C)c(=O)[nH]1	3%	1	-1%	13%	2%	1	19	-1%	1%	8
CC(C)CNC(=S)NC(=O)c1ccc(F)cc1	1%	0	-2%	0%	-6%	20	2	-12%	2%	-18
CCNc1nc(NCC)n2c(SCC(=O)Nc3ccc(OC)c(OC)c3)nnc2n1	0%	nt	nt	-4%	nt	2	-8	-1%	nt	-14
COCC(C)n1c(SCc2nc(N)nc(Nc3ccccc3C)n2)nc2ccccc2c1=O (configuration not stated)	-2%	1	-1%	-4%	9%	6	-33	-9%	0%	-9
CCOC(=O)C1CCN(Cc2cccc(Oc3ccc(Cl)cc3)c2)CC1	0%	1	-4%	20%	2%	4	-28	-59%[inhibitor]	-4%	1
CCC1=C2CC[C@H]3C(=O)N(C)C(=O)[C@H]3[C@H]2[C@@]2(Cc3ccccc3)C(=NCC(=O)OC)OC(=O)N2C1=O	3%	0&4	7%	3%	-6%	-1	14	10%	4%	3
O=C(COc1nnnc2ccccc12)N1CCCc2ccccc21	0%	4	?	1%	-3%	1	17	-25%	0%	2
